Screens: PubChem, several laboratories
M4 PAM – human M4 muscarinic receptor positive allosteric modulators, primary screen, CHO-K1 cells, Fluo-8 calcium fluorescence; Muscarinic acetylcholine receptor M4 (Homo sapiens), P08173; CHO-K1 hM4/Gqi5, ACh EC20; 0% = ACh EC20, 100% = maximal ACh; activation, % at 3 µM; 0.4% of 360,000 active;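 active = activation above its plate's cutoff, the mean activation of sample wells plus 3 SD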; note: some results filed as inactive read as strong as hits
Target sequence (P08173 whole entry, looked up): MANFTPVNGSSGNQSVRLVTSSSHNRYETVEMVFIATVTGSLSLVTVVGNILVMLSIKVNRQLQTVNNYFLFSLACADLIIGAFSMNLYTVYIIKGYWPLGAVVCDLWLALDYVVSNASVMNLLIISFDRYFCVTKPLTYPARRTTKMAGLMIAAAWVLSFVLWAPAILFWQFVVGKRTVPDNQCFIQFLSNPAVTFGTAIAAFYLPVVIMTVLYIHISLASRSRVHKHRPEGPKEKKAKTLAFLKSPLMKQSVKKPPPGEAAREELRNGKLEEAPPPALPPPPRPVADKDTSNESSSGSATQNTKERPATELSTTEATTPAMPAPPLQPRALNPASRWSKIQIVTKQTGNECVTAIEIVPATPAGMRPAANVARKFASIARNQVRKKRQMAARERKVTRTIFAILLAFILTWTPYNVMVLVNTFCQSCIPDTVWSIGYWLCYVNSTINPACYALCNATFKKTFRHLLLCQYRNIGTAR
CHRM5 antagonist – human M5 muscarinic receptor antagonists, primary screen, CHO cells, Fluo-8 calcium fluorescence; CHO-hM5 cells, ACh EC80; 0.59% of 360,000 active; inhibition, % at 3 µM;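 active = inhibition above a per-plate cutoff, the mean of that plate's test compounds plus 3 SD, cut at about 27% in these data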;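 note: 0% = acetylcholine EC80 with DMSO and 100% = DMSO without agonist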
CHRM1 antagonist – human M1 muscarinic receptor antagonists, primary screen, CHO-K1 cells, Fluo-8 calcium fluorescence, 1536-well; CHO-K1 hM1, ACh EC80 antagonist; AID 588852, 2011; inhibition, % at 3 µM; 1.3% of 360,000 active; Muscarinic acetylcholine receptor M1 (Homo sapiens), P11229;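 active = percent inhibition above its own plate's cutoff, namely the mean of that plate's compound wells plus 3 SD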;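 note: peak over basal fluorescence ratio during 140 s after agonist addition; 0% = ACh EC80 plus DMSO and 100% = DMSO alone without agonist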
Target sequence (P11229 whole entry, looked up): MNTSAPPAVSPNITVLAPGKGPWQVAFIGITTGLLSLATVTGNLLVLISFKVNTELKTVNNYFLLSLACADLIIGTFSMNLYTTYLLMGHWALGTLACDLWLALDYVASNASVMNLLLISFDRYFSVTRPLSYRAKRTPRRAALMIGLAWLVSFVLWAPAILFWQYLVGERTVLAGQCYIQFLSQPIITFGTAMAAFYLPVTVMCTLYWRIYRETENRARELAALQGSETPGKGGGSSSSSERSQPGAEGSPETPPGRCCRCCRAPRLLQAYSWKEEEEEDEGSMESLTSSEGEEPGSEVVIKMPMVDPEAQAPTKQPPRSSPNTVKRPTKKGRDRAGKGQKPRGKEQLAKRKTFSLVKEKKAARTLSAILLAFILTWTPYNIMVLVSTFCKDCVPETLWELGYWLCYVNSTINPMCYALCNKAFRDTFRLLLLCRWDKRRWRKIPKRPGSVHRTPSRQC
M5 PAM – human M5 muscarinic receptor positive allosteric modulators, primary screen, CHO-K1 cells, Fluo-8 calcium fluorescence. AID 624038, 2012. 0.3% of 360,000 active. Muscarinic acetylcholine receptor M5 (Homo sapiens), P08912. CHO-K1 hM5, ACh EC20 PAM; 0% = ACh EC20, 100% = ACh EC100. activation, % at 3 µM;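 active = activation above the run cutoff, the mean activation of all test compounds plus 3 SD, cut at about 18% in these data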
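Replicates: One well per compound, no replicates | System: Human M5 receptor in CHO-K1 cells | Benchmarks: Low control EC20 acetylcholine (0%), high control EC100 acetylcholine (100%) | Probe or stimulus: Acetylcholine, EC20 level | Times: Fluo-8 loading 80 min at 37 °C plus 30 min room temperature | Signal: Intracellular calcium via Fluo-8 fluorescence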
CRFR2-BP ag – agonists of CRF-BP/CRF-R2 complex, primary screen, cell-based, HEK293, calcium dye fluorescence, uHTS | 0.46% of 350,000 active | activation, % at 13.2 µM | calcium dye fluorescence (FLIPR); percent of saturating CRF peptide response | AID 588473, 2011 | CRF-binding protein / CRF receptor 2 complex (human);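 active = activation of at least 50%, plus an integration ratio under a set limit after plate pattern correction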;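 note: plate controls were neutral control wells without compound for no effect and CRF at EC100 for full effect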
CHRM5 agonist – human M5 muscarinic receptor agonists, primary screen, CHO-K1 cells, Fluo-8 calcium fluorescence. CHO-K1 hM5 cells; 0% DMSO wells, 100% maximal acetylcholine response. activation, % at 3 µM. 0.19% of 360,000 active. AID 624037, 2012;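 active = activation above the run's mean over test compounds plus 3 SD, cut at about 23% in these data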;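 note: signal is peak over basal fluorescence ratio across the kinetic read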
CHRM4 antagonist – human M4 muscarinic receptor antagonists, primary screen, CHO cells, Fluo-8 calcium fluorescence; inhibition, % at 3 µM; CHO-hM4 cells, ACh EC80; Muscarinic acetylcholine receptor M4 (Homo sapiens), P08173; 0.73% of 360,000 active;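 active = inhibition above its plate's cutoff, the mean inhibition of sample wells plus 3 SD, cut at about 27% in these data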;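 note: 0% = acetylcholine EC80 with DMSO and 100% = DMSO without agonist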
M4 ag – human M4 muscarinic receptor agonists, primary screen, CHO-K1 cells, Fluo-8 calcium fluorescence; activation, % at 3 µM; CHO-K1 hM4/Gqi5; vehicle 0%, full acetylcholine response 100%; 0.14% of 360,000 active; Muscarinic acetylcholine receptor M4 (Homo sapiens), P08173;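 active = activation above the run mean over all test wells plus 3 SD, cut at about 32% in these data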;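 note: peak over basal fluorescence ratio per well then scaled between controls; 0% = DMSO wells and 100% = acetylcholine at EC100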
M1 PAM – human M1 muscarinic receptor positive allosteric modulators, primary screen, CHO-K1 cells, Fluo-8 calcium fluorescence, 1536-well | activation, % at 3 µM | 0.088% of 360,000 active | AID 588819, 2011 | Muscarinic acetylcholine receptor M1 (Homo sapiens), P11229 | CHO-K1 hM1, ACh EC20; 0% = ACh EC20, 100% = maximal ACh; in the data active = activation above about 19%, passing the limit was not always enough
Starred values were filed as active, the others as inactive; / = no result given.

SMILES	M4 PAM	CHRM5 antagonist	CHRM1 antagonist	M5 PAM	CRFR2-BP ag	CHRM5 agonist	CHRM4 antagonist	M4 ag	M1 PAM
O=S(=O)(c1cnc(Cl)c(Br)c1)N1CCN(c2ncccn2)CC1	-6.1	-7.9	-19.9	6.0	-0.6	0.7	9.3	0.4	1.5
O=C(NC1CCN(Cc2ccc(Cl)c(Cl)c2)CC1)c1ccccc1	-10.9	13.5	30.1	-14.4	1.5	-7.2	7.8	2.7	-19.3
CC1(C)CC(=O)C2=C(C1)NC(=O)NC2c1ccc(Cl)cc1 (stereo unspecified)	-1.1	17.3	0.7	1.9	0.0	-2.7	2.1	0.2	2.5
C/C(=N\OCC(=O)NC(C)C)c1cccs1	11.8	0.3	-4.8	5.3	2.6	-4.3	-14.1	2.9	8.0
CCCC(O)(CCC)C(=O)NNc1ccccc1	4.1	0.8	-41.5	0.3	1.5	-0.6	-3.0	0.6	5.3
O=C(CNS(=O)(=O)c1ccc(Br)cc1)N1CCOCC1	12.4	0.5	-3.4	2.0	-0.3	0.0	-15.3	0.5	6.3
Cc1cc(=O)oc2cc(OCC(=O)OCC(=O)N3CCc4ccccc43)ccc12	-2.1	0.7	-8.7	-3.0	0.4	-0.9	-1.4	1.3	4.9
COc1ccc(-c2c(C)n([O-])c(C)c(C)[n+]2=O)cc1OC	-5.3	0.7	-12.8	-0.8	2.8	-3.6	6.0	-0.2	7.5
N#CC1=C(N)OC2=C(C(=O)CCC2)[C@]12C(=O)N(CC(N)=O)c1ccccc12	0.3	6.7	-4.8	1.3	-0.1	-5.8	0.0	0.7	6.7
CC1CCN(C(=S)c2ccccc2O)CC1	-3.6	-0.9	-16.3	-0.1	0.5	-1.9	1.5	0.5	8.9
COC(=O)Cn1c(=NC(=O)c2cc(-c3cccs3)nc3ccccc23)sc2cc(S(N)(=O)=O)ccc21	-0.6	7.6	14.3	0.5	9.2	1.6	18.8	5.1	-2.3
Cc1cc(C)c(S(=O)(=O)N2CCN(C(=O)C(C)Cn3cncn3)CC2)c(C)c1 (stereo unspecified)	0.3	-0.3	2.5	6.1	-0.3	-0.5	8.3	0.7	2.7
O=C1c2oc3ccc(F)cc3c(=O)c2C(c2ccccc2)N1CC1CCCO1 (stereo unspecified)	-4.8	-6.8	-0.3	-0.8	-1.4	2.5	8.2	1.3	-0.3
O=C(NCc1ccncc1)C1=NN(c2ccccc2)C(=O)CC1	-1.0	13.8	-9.3	0.6	2.5	-4.5	-1.7	0.9	7.3
COc1cc(C2C(C(=O)c3ccco3)=C(O)C(=O)N2Cc2ccccc2)ccc1O (stereo unspecified)	0.5	20.8	-11.3	-9.9	2.2	-1.4	-14.3	0.5	8.1
CC(Sc1nnc(-c2ccccc2F)n1C)C(=O)NC1CCCCC1 (stereo unspecified)	1.5	-4.5	-14.6	11.0	-0.2	-3.1	-6.8	0.7	11.3
CCc1nc2ccc(C(=O)NCCOc3ccc(OC)cc3)cn2c1N(C)Cc1ccc(N(C)C)cc1	-8.3	1.6	-9.4	-6.5	/	-1.4	-13.6	5.7	-7.7
CC(c1ccccc1)N1CCC(CNC(=S)Nc2cccc(Cl)c2)C1 (stereo unspecified)	-26.4	1.4	4.1	-2.4	2.3	-1.1	-2.5	20.6	12.6
COc1ccc(C2=Nc3ccccc3N(C(=O)c3ccc4ncccc4c3)C2C(=O)NC(C)(C)C)cc1 (stereo unspecified)	0.0	-5.2	/	4.3	/	-1.1	-0.1	3.1	/
CCOc1ccc(C(=O)C(C)OC(=O)Cn2[nH]c(=O)c3ccccc3c2=O)cc1 (stereo unspecified)	3.3	1.7	-16.3	5.3	-2.3	-3.2	1.5	2.5	21.4
CN(C(=O)C1CCOC1)c1nnc(-c2ccncc2)s1 (stereo unspecified)	-2.2	0.6	-2.5	3.6	4.4	-2.1	0.1	4.9	1.6
CC1(C(=O)NS(=O)(=O)c2cccs2)CCN1C(=O)c1cccc(F)c1 (stereo unspecified)	4.4	12.2	-9.9	-1.6	/	0.8	-8.4	0.4	4.8
CN(C)C(CNC(=O)CNC(=O)c1ccc(Br)cc1)c1ccccc1 (stereo unspecified)	-16.1	4.2	16.8	-1.6	-1.5	-0.4	-4.9	6.2	-8.1
O=C(NCCCn1ccnc1)c1ccccc1Cl	4.3	1.3	-8.8	-3.7	0.9	-2.7	-10.1	0.7	6.2
COC(=O)CCCC(=O)N1CCC(n2nccc2NC(=O)CCOc2ccccc2)CC1	0.0	-12.6	-6.2	0.0	-0.9	-3.7	-0.5	1.3	2.8
SMILES	M4 PAM	CHRM5 antagonist	CHRM1 antagonist	M5 PAM	CRFR2-BP ag	CHRM5 agonist	CHRM4 antagonist	M4 ag	M1 PAM
Cc1cc(C(=O)CN2C(=O)NC(CC(C)C)C2=O)c(C)n1-c1ccccc1F (stereo unspecified)	1.4	2.4	4.2	4.9	-1.4	0.6	3.0	0.2	4.3
O=C(COC(=O)c1ccccn1)Nc1nc(-c2cccc([N+](=O)[O-])c2)cs1	-8.6	10.4	0.2	-8.2	-3.0	1.8	-8.2	7.5	0.1
COC(=O)c1cc(OC)c(OC)cc1NC(=O)c1cccc(C)c1	-2.4	3.6	2.4	4.7	1.5	0.5	-9.4	-0.2	8.8
COc1ccc(-c2coc3cc(OC(C)=O)ccc3c2=S)cc1	5.6	5.1	-17.7	-5.1	-6.2	2.7	-1.3	0.1	7.2
CCOc1ccc(N/C=C/C(=O)c2ccccc2)cc1	-5.6	14.3	-4.2	-3.0	-0.5	-2.8	4.3	-0.3	-1.5
O=C(CN1C(=O)c2ccccc2C1=O)Nc1ccccc1N1CCOCC1	0.5	14.7	-13.6	-5.7	-0.4	0.4	-1.1	2.5	6.7
COc1ccccc1-n1cnc2cc(C(=O)N3CCOCC3)ccc21	5.4	2.1	-3.7	-2.4	-3.0	-3.8	-8.8	0.4	14.7
CO[C@@H]1CN(C)C(=O)c2ccc(NS(=O)(=O)c3c(C)noc3C)cc2OC[C@@H](C)NC[C@@H]1C	14.6	-8.0	/	9.7	/	1.2	-14.7	2.0	/
CCc1ccc(N(CC(=O)NC(C)(C)CC)C(=O)CCC(=O)Nc2nccs2)cc1	2.1	13.1	-13.9	-2.5	3.7	0.5	-7.5	1.3	6.5
Brc1ccc(COn2ccnc2)cc1	-2.8	-10.8	-6.2	1.5	-4.1	-2.1	-0.4	0.2	13.2
CC(C)(C)n1nnnc1C(c1ccccc1F)N(Cc1ccco1)CC1CCCO1 (stereo unspecified)	-2.4	-1.7	-7.2	0.9	1.6	-1.5	-1.5	0.6	0.4
CCCCN1CC(=O)N2[C@@H]3c4cc(OC)ccc4OC[C@@H]3[C@H](C(=O)OCC)[C@]2(C)C1=O	-3.3	-12.0	-7.0	5.8	0.3	1.8	-3.4	0.7	-1.2
COc1ccc(CCn2nnc(-c3ccc(NC(C)=O)c(Cl)c3)n2)cc1	1.2	-1.0	2.1	0.8	0.2	3.0	-4.3	0.7	5.0
CC(=O)OC1CCC2(C)C(=CCC3C4CC(=O)N(O)C(=O)C4(C)CCC32)C1 (stereo unspecified)	0.4	-1.9	-9.6	-7.9	-1.8	7.1	0.7	3.9	3.1
N#Cc1ccc(-c2cccnc2)nc1SCC(=O)Nc1sc2c(c1C#N)CCC2	-2.0	0.3	0.5	-5.2	4.2	-1.5	-3.2	4.4	-4.5
Cn1c(Cc2ccccc2)nnc1SCC(=O)Nc1ccc(N2CCOCC2)cc1	0.3	7.8	-2.4	-1.1	-1.2	-3.8	-2.8	0.6	4.9
Cc1nnc(SCC(=O)Nc2ncc3c(n2)CCCC3=O)s1	0.9	-1.1	-5.2	3.0	-0.1	-1.2	-10.3	0.4	5.3
Cc1cc(C)c(S(=O)(=O)c2cc(F)ccc2C)c(Cl)n1	9.2	2.6	-14.6	-3.9	-4.3	-7.6	-20.4	-0.6	9.8
COc1ccc(CCC(=O)NNC(=O)Nc2ccc(C(C)=O)cc2)cc1	4.0	6.2	0.8	1.1	-1.3	-2.3	-14.6	1.5	1.8
O=C(CSc1nnc(CNC(=O)c2cccs2)o1)c1ccccc1	-3.0	-6.1	-15.7	4.0	0.5	0.3	3.3	2.1	-2.5
O=C(CSc1nnc(Cc2ccccc2)n1-c1cccc(Cl)c1)N1CCOCC1	2.5	-0.4	-9.2	1.4	-0.7	-1.1	-1.0	1.5	7.9
O=C(Cn1sc2ccccc2c1=O)NC12CC3CC(CC(C3)C1)C2	2.0	3.5	-2.5	0.8	-0.6	11.3	4.8	6.9	5.1
O=C(O)CC(=O)Nc1cc(Cl)ccc1O	1.9	8.9	11.1	1.9	-1.4	3.6	-1.8	0.2	-5.2
Fc1ccc(C2CC(c3ccco3)n3ncnc3N2)cc1 (stereo unspecified)	3.1	-4.0	-9.4	-1.8	6.7	-2.0	-1.3	-0.8	1.6
N#CCC(=O)Nc1ccccc1C(=O)O	3.3	-0.5	0.2	2.8	5.8	-5.5	0.5	-0.1	0.8
SMILES	M4 PAM	CHRM5 antagonist	CHRM1 antagonist	M5 PAM	CRFR2-BP ag	CHRM5 agonist	CHRM4 antagonist	M4 ag	M1 PAM
O=Cc1cccn1-c1cccnc1	-3.6	0.4	1.9	4.4	-1.0	3.0	3.9	0.4	-1.1
COc1ccc(NC(=O)CN(C)C(=O)c2ccc(NS(=O)(=O)c3ccc(F)cc3)cc2)cc1	3.1	9.2	-17.1	1.9	0.6	0.1	-0.1	0.3	13.8
CCOC(=O)N1CCC(NC(=O)C2CCCN(S(=O)(=O)c3cccc4nsnc34)C2)CC1 (stereo unspecified)	1.1	-7.9	-17.4	6.5	1.3	-3.7	-2.8	1.0	3.3
CC(=O)c1cccc(NS(=O)(=O)c2csc(C(N)=O)c2)c1	5.7	6.8	-18.3	-1.1	1.4	-4.1	-10.0	1.3	13.3
CC(C)CN(C(=O)c1cc2ccccc2o1)c1c(N)n(CC(C)C)c(=O)[nH]c1=O	8.8	2.9	-3.3	-1.3	-0.9	1.1	-3.3	0.9	-1.2
CCOC(=O)c1c(NC(C)=O)sc2c1CCCNC2=O	3.7	3.2	-6.1	-0.3	-0.1	-1.4	7.5	0.1	9.1
COc1cccc(CNC(=O)Cc2ccc(-c3ccccc3)cc2)c1	-1.1	4.0	1.9	-1.5	5.2	-1.3	-1.5	1.2	0.7
O=C(Cc1cccs1)Nc1ccc([N+](=O)[O-])cc1	-11.4	15.6	22.6	-6.1	-3.6	2.2	6.5	0.4	-7.8

Of the compounds above, two have a COOH group:
SMILES	M4 PAM	CHRM5 antagonist	CHRM1 antagonist	M5 PAM	CRFR2-BP ag	CHRM5 agonist	CHRM4 antagonist	M4 ag	M1 PAM
O=C(O)CC(=O)Nc1cc(Cl)ccc1O	1.9	8.9	11.1	1.9	-1.4	3.6	-1.8	0.2	-5.2
N#CCC(=O)Nc1ccccc1C(=O)O	3.3	-0.5	0.2	2.8	5.8	-5.5	0.5	-0.1	0.8
